# High-throughput results from PubChem BioAssay.
# PGK inhibitor: qHTS Assay to Find Inhibitors of Phosphoglycerate Kinase; PGK/GAPDH coupled, Kinase-Glo luminescence, 60 min; Potency, µM (top dose mostly 57.5 µM), for inactives: at the top dose activity change, negative = inhibition, actives largely listed as inhibitors; hit rate 0.043% among 380,000; AID 602233, 2012; also: potency is read from the fitted curve at half-maximal effect; % is scaled to controls: 0 for no effect and ±100 for the full control effect; nearly all actives have a fitted effect of over 60% in size
#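 Recombinant glycosomal PGK reaction used 1,3-bisphosphoglycerate generated in-well by GAPDH (100nM final) in 100mM TEA pH 7.6, 5mM MgCl2, 0.01% Tween-20. After 60 minutes at room temperature, ATP was read by Kinase-Glo Plus luminescence end-point.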
# PI4K2A inh: qHTS for small molecular inhibitors of PI4K2A | purified PI4K2A, ADP-Glo luminescence, 1 h; stronger effect = lower value | Phosphatidylinositol 4-kinase type 2-alpha (Homo sapiens), Q9BTU6 | activity change, negative = inhibition, % at 76.9 µM | hit rate 0.13% among 420,000; in the data active = activity change below about -50%; inconclusive = mostly about -30% to -49%;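 also: -100% = wells without enzyme as full effect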
#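 PI4K2A activity was measured by ADP-Glo luminescence: enzyme (4 ug/mL stock) and phosphatidylinositol (1.2 mM stock) in Tris pH 7.5/MgCl2/EGTA/Triton X-100 buffer were reacted with ATP (300 microM stock) for one hour at ambient temperature.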
# Pin1 inhibitor: qHTS Assay to Find Inhibitors of Pin1; Peptidyl-prolyl cis-trans isomerase NIMA-interacting 1 (Homo sapiens), Q13526; Pin1 FP peptide displacement, HiFluor488, 10 min; Potency, µM (titrated, usually from 115 µM), for inactives: top-dose activity, negative = inhibition, hits mostly inhibitors; hit rate 0.009% among 390,000; AID 504891, 2011; active = well fitted inhibition curve with a large enough effect in the polarisation, with a control signal flat, not every such curve was filed as active; inconclusive = small, poorly fitted or top-dose-only effect, or effect the other way, or a change in a side signal; inactive = no such curve, though single readings can be large or run the other way; the % refers to the polarisation; also: potency is read from the fitted curve at half-maximal effect; % is scaled to controls: 0 for no effect and ±100 for the full control effect
# HP1b binding inh: HTS for Inhibitors of HP1-beta Chromodomain Interactions with Methylated Histone Tails | Potency, µM (top dose mostly 114 µM), inactives show at the top dose activity change, negative = inhibition, most hits filed as inhibitors | AID 540317, 2011 | hit rate 0.56% among 390,000 | Chromobox protein homolog 1 (Homo sapiens), P83916 | AlphaScreen HP1-beta / biotin-H3K9me3 peptide binding; also: potency is read from the fitted curve at half-maximal effect; nearly all actives have a fitted effect of over 70% in size; inactives centre near 23
#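 Compound inhibition of the preformed complex between 50 nM HP1-beta and 50 nM biotinylated H3K9me3 peptide was read by AlphaScreen. Buffer was PBS pH 7.4 with 0.01% Tween-20. Incubations ran 30 min at room temperature, with 10 ug/mL donor/acceptor beads.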
# ERG-DNA inh: qHTS for Small Molecule Inhibitors of the ERG Ets/DNA interaction; Potency, µM (top dose mostly 76.9 µM), inactives show top-dose FP activity, negative = inhibition, actives largely listed as inhibitors; fluorescence polarization, His-ERG Ets domain / labelled DNA; hit rate 0.028% among 370,000; active = well fitted inhibition curve with a large enough effect in the polarisation, with a control signal flat; inconclusive = small, poorly fitted or top-dose-only effect, or effect the other way, or a change in a side signal; inactive = no such curve, though single readings can be large or run the other way; the % refers to the polarisation;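 also: polarization taken with two DNA probes labelled with fluorescein and Texas red; potency is read from the fitted curve at half-maximal effect; % of control where 0% means no effect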
#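 His-tagged ERG Ets domain (1 uM in the protein solution; 300mM KCl, 50mM Tris-HCl, 1mM EDTA, 1mM DTT, pH 7.5) received compound, then a probe mix of 5 nM fluorescein-DNA and 100nM Texas-615-DNA. Fluorescence polarization was read for both dyes.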
# JMJD2A Tudor inh: qHTS Assay for Inhibitors of JMJD2A-Tudor Domain. hit rate 4.4% among 390,000. AlphaScreen JMJD2A-Tudor / H3K4me3 peptide binding. Potency, µM (highest dose often 114 µM), for the others: top-dose activity change, negative = inhibition, hits mostly inhibitors. Lysine-specific demethylase 4A (Homo sapiens), O75164; also: potency is read from the fitted curve at half-maximal effect; % is scaled to controls: 0 for no effect and ±100 for the full control effect; nearly all actives have a fitted effect of over 50% in size
# Target sequence (O75164 whole entry, looked up, the tested form may be a part): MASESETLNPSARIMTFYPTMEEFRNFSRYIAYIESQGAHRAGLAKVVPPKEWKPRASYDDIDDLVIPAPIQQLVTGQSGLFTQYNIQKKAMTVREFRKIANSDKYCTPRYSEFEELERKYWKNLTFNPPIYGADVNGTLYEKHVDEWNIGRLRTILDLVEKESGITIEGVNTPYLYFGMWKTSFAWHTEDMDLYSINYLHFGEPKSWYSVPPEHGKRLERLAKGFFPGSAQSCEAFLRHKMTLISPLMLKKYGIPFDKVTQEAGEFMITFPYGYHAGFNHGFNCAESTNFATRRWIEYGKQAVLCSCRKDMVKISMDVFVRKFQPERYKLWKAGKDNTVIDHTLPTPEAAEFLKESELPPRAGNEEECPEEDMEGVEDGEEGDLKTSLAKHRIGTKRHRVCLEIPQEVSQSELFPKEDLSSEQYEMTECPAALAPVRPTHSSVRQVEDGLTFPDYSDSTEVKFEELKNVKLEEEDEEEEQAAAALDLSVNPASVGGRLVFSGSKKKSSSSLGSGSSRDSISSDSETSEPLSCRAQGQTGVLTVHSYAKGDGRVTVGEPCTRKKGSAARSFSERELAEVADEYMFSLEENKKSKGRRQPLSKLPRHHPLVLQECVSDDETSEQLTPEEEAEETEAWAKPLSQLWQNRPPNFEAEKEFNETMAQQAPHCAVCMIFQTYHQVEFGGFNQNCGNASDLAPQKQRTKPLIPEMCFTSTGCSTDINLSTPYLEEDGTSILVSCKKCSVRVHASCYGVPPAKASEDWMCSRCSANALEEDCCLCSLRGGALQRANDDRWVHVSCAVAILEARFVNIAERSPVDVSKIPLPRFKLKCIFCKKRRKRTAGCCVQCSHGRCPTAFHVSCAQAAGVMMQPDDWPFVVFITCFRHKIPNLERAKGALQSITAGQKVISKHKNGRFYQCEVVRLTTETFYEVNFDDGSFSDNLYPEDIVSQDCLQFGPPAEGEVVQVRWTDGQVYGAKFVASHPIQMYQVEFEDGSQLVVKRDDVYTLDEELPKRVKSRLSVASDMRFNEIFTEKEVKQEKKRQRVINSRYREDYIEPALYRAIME
# BAZ2B block: qHTS Assay for Inhibitors of BAZ2B; Bromodomain adjacent to zinc finger domain protein 2B (Homo sapiens), Q9UIF8; AlphaScreen BAZ2B-H3K14Ac peptide displacement; Potency, µM (doses to about 114 µM), for the others: at the top dose activity change, negative = inhibition, actives largely listed as inhibitors; hit rate 4.4% among 360,000; AID 504333, 2011; also: potency is read from the fitted curve at half-maximal effect; % is scaled to controls: 0 for no effect and ±100 for the full control effect; nearly all actives have a fitted effect of over 60% in size
#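 AlphaScreen displacement of biotin-H3(5-23)K14Ac peptide (50 nM final) from BAZ2B (50 nM final) in PBS pH 7.4, 0.01% Tween-20; complex preformed 30 min RT, then compounds (top 110 uM) 30 min RT, beads 20 min dark.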
# GLS inh: qHTS for Inhibitors of Glutaminase (GLS); Potency, µM (highest dose often 45.5 µM), inactives show at the top dose activity change, negative = inhibition, hits mostly inhibitors; Glutaminase kidney isoform, mitochondrial (Homo sapiens), O94925; hit rate 0.21% among 410,000; GLS enzymatic activity, qHTS titration; also: potency is read from the fitted curve at half-maximal effect; % is scaled to controls: 0 for no effect and ±100 for the full control effect
#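 hKGA; 45 mM KH2PO4 pH 8.2 + 0.02% Tween-20; cpd via pin tool; 1 mM Gln soln; GluOx/HRP/Amplex Red; RT 30 min; fluor. t0 & final.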
# G9a inh: qHTS Assay for Inhibitors of Histone Lysine Methyltransferase G9a. G9a H3K9 monomethylation, AlphaScreen, 2 h. Potency, µM (series often up to 102 µM), inactives show at the highest dose activity, negative = inhibition, hits mostly inhibitors. hit rate 8.8% among 350,000; also: potency is read from the fitted curve at half-maximal effect; % is scaled to controls: 0 for no effect and ±100 for the full control effect; nearly all actives have a fitted effect of over 75% in size
#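 Chemiluminescent proximity detection of H3K9 monomethylation, read after 10 min bead incubation in the dark. Reaction: 20 nM G9a, 500 nM biotin-H3K9 peptide, 20 uM SAM cofactor, 2 h, room temperature, following 15 min enzyme-compound preincubation.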
# An asterisk follows results filed as active; i = inactive; ? = inconclusive; nt = not tested or not shown; & = joins results of further samples; [ ] = another dose, or the depositor's remark. Unless noted, calls follow the shape of the dose curve; as a rule, active = well fitted curve in the direction sought with a large enough effect; inconclusive = small, poorly fitted or top-dose-only effect, or another doubt; inactive = no such curve, though single readings can be large; an effect the other way counts as inactive or inconclusive.
cpd	Molecule	PGK inhibitor	PI4K2A inh	Pin1 inhibitor	HP1b binding inh	ERG-DNA inh
1	CCOC(=O)CCc1c(C)c2ccc3c(c2oc1=O)CN(CCCO)CO3	nt	2	1%	17%	1%
2	CC(NC(=O)c1ccc(CS(C)(=O)=O)cc1)C1CC2CCC1C2 (stereo not drawn)	-3%	-3	-5%	12%	-1%
3	Cc1ccc(NC(=O)c2c(NC(=O)c3ccc(F)cc3)sc3c2CCCC3)cc1C	-8%	2	2%	-12%	-1%
4	CCn1c(C)c(C)c2cc(C(=O)NC3CCCCCC3)ccc21	-4%	2	17%	-19%[57 µM]	1%
5	Oc1cccc(-c2nc3ccccc3s2)c1	-15%	?	3%	59%[activator]	2%
6	S=C(NCC1CCCO1)Nc1ccccc1Cl (stereo not drawn)	3%	-4	-1%	25%	2%
7	CCN(CC)c1ncnc2c1cnn2Cc1ccc(Cl)cc1	-2%	1	-2%	66%[activator]	-3%
8	COc1ccccc1CNC(=O)CCn1c(=O)sc2ccccc21	nt	-7	0%	-6%	nt
9	CCOC(=O)N1CCN(CC(=O)Nc2cc(OC)c(OC)cc2C#N)CC1	-1%	4	2%	32%	9%
10	COc1ccc(NC(=O)c2cc3ccccc3o/c2=N\NS(=O)(=O)c2ccc(C)cc2)cc1	0%	-3	-3%	22%[57 µM]	7%
11	Cc1cc(C)c(S(=O)(=O)Nc2ccc[nH]c2=O)c(C)c1	-2%	7	3%	21%	-2%
12	COc1ccc(S(=O)(=O)CCC(=O)Nc2ccc(OC)cc2OC)cc1	0%	-3	3%	23%	3%
13	CCOC(=O)C/C(=N\Nc1ncnc2ccccc12)c1ccccc1	7%	4	-14%	-18%	-2%
14	COc1ccc(OCC2NCCc3cc(OC)c(OC)cc32)cc1 (stereo not drawn)	-4%	1	0%	38%[activator]	-7%
15	COc1ccc(NC(=O)C2CCN(S(=O)(=O)c3c(C)noc3/C=C/c3cccs3)CC2)cc1Cl	1%	1	16%	30%	1%

cpd	JMJD2A Tudor inh	BAZ2B block	GLS inh	G9a inh
1	-3%	34%[activator]	17%	3%[2.33 µM]
2	-7%	2%	-10%	8%
3	-31%	-7%	-3%	?
4	?	35µM*	7%	-6%
5	-2%	9%	15%	?
6	-2%	6%	0%	19%[59 µM]
7	15%	11%	0%	14%
8	-3%	10%	11%	25%[59 µM]
9	3%	-11%	-11%	-4%
10	0%	-11%	1%	9%[59 µM]
11	-18%	1%	25%	8.9µM*
12	-9%	-14%	2%	10µM*
13	?	-37%	0%	10%[59 µM]
14	23%	-38%	-9%	7%
15	-20%	nt	4%	3%[59 µM]

# Three records drawn at random from the list so far:
cpd	Molecule	PGK inhibitor	PI4K2A inh	Pin1 inhibitor	HP1b binding inh	ERG-DNA inh
12	COc1ccc(S(=O)(=O)CCC(=O)Nc2ccc(OC)cc2OC)cc1	0%	-3	3%	23%	3%
2	CC(NC(=O)c1ccc(CS(C)(=O)=O)cc1)C1CC2CCC1C2 (stereo not drawn)	-3%	-3	-5%	12%	-1%
8	COc1ccccc1CNC(=O)CCn1c(=O)sc2ccccc21	nt	-7	0%	-6%	nt

cpd	JMJD2A Tudor inh	BAZ2B block	GLS inh	G9a inh
12	-9%	-14%	2%	10µM*
2	-7%	2%	-10%	8%
8	-3%	10%	11%	25%[59 µM]

# (cont.)
cpd	Molecule	PGK inhibitor	PI4K2A inh	Pin1 inhibitor	HP1b binding inh	ERG-DNA inh
16	Cc1ccc(C(=O)c2c3ccc([N+](=O)[O-])cc3[n+]([O-])n2CCC(N)=O)cc1	9%	1	16%	12%	0%
17	COc1ccc(-c2cc(C(F)(F)F)nc(SCCC(=O)N3CCN(C)CC3)n2)cc1	-9%	7	-12%	45%[activator]	4%
18	CCN1CCN(c2nc3c(C)cccn3c(=O)c2/C=C(\C#N)S(=O)(=O)c2ccc(Cl)cc2)CC1	4%	3	?	?	14%
19	CCN(CC)CCCNC(=O)c1[nH]c(C)c(C(=O)NC2CCCCC2)c1C	-7%	4	7%	15%	-2%
20	C#CCOCCOCCOCCNc1nc(N2CCN(C(=O)[C@H](CCCCN)n3cc(CCC(=O)O)nn3)CC2)nc(N2CCN(C(=O)[C@H](CCCCN)n3cc(CC(C)O)nn3)CC2)n1 (stereo partly drawn)	-7%	2	0%	31%	-13%
21	CC(N=C1NS(=O)(=O)c2ccccc21)C(=O)NCc1ccc2c(c1)OCO2 (stereo not drawn)	7%	12	-11%	29%	-2%
22	COC(=O)CN1C(=O)CSc2ccc(S(=O)(=O)N3CCOCC3)cc21	0%	1	-2%	54%[activator]	-1%
23	CC(C)(C)c1ccc2c(c1)OC(C(=O)N/N=C/c1ccc([N+](=O)[O-])o1)CO2 (stereo not drawn)	-6%	0	0%	0%	-7%
24	CCOc1cc2c(cc1OCC)C(CC(=O)OC)N(C(=O)Nc1cc(OC)ccc1OC)CC2 (stereo not drawn)	i	9	-7%	2%	3%
25	O=[N+]([O-])c1ccc(S(=O)(=O)NCCN2CCOCC2)cc1	-6%	-7	?	20%	-1%
26	O=C(CN(C(=O)C1CSC(=O)C1)c1ccc(F)cc1)NCc1ccc2c(c1)OCO2 (stereo not drawn)	-8%	0	-9%	-2%	2%
27	Cc1ccc(NC(=O)CSc2nnc(/N=C/N(C)C)s2)cc1	-7%	-4	-9%	23%	2%
28	Cc1oc2ncn(CC(C)C)c(=O)c2c1C(=O)Nc1ccc(Cl)cn1	9%	0	1%	31%	5%
29	CC(C)Oc1ccc(CNC(=O)CCn2c(=O)c3cccn3c3ccc(F)cc32)cc1	-4%	2	-4%	44%[activator]	2%
30	COc1cccc(C2CC(c3ccccc3)Nc3ncnn32)c1 (stereo not drawn)	0%	6	-10%	30%	7%

cpd	JMJD2A Tudor inh	BAZ2B block	GLS inh	G9a inh
16	-31%	?	-1%	50µM*
17	-7%[11.4 µM]	nt	-1%	nt
18	?	?	-1%	32µM*
19	-12%	-24%	2%	-1%[59 µM]
20	2%	4%	3%	-24%[2.33 µM]
21	-9%	7%	5%	-3%
22	2%	0%	7%	?
23	?	-19%	14%	nt
24	-34%	-38%	1%	-2%[12.7 µM]
25	2%	4%	0%	-4%
26	-15%	-3%	5%	8%
27	4%	-23%	-14%	0%
28	3%	7%[57.1 µM]	-5%	-33%[59 µM]
29	-1%	-19%	-2%	4%[59 µM]
30	-4%	-35%	-1%	-19%[12.7 µM]

cpd	Molecule	PGK inhibitor	PI4K2A inh	Pin1 inhibitor	HP1b binding inh	ERG-DNA inh
31	Cc1ccc(S(=O)(=O)N2CCC(=O)N(C(COCc3ccc(C(F)(F)F)cc3)C(C)C)CC2)cc1 (stereo not drawn)	-7%	0	10%	43%[activator]	8%
32	COc1ccc(Cl)cc1NC(=O)c1cc(-c2ccc(C)cc2O)n[nH]1	i	-2	8%	24%	10%
33	CSCC[C@H](NC(=O)C(C)Oc1ccc(Cl)cc1)c1nc2ccccc2[nH]1 (stereo partly drawn)	-1%	-1	-8%	25%	-7%
34	COC(=O)c1ccc2c(=O)n(CC3CCCO3)c(SCC(=O)NCCc3ccc(S(N)(=O)=O)cc3)nc2c1 (stereo not drawn)	-1%	-1	-8%	35%	0%
35	O=C(Cn1ncc2c3ccccc3n(Cc3ccc(Cl)cc3)c2c1=O)NCCC1=CCCCC1	-9%	-1	?	2%	1%
36	CCOc1ccc(CNC(=O)c2cccc(NC(=O)N3CCSc4ncccc43)c2)cc1	i	-1	-8%	26%	-8%
37	Cc1ccc(-c2csc3nnc(SCc4csc(C)n4)n23)cc1	-4%	2	-6%	32%	1%
38	CCS(=O)(=O)c1ncc(Cl)c(C(=O)Nc2ccc(S(=O)(=O)N3CCCC(C)C3)cc2)n1 (stereo not drawn)	i	-8	68%[activator]	-5%[57 µM]	22%
39	Cc1ccc(CNC(=O)C2CCN(S(=O)(=O)c3cccc4nonc34)CC2)cc1	i	-2&3	3%&7%	38%&20%	-1%&-1%
40	COc1ccc(-n2cc(-c3ccccc3)nc2SCC(=O)Nc2ccccc2)cc1Cl	0%	-3	29%	-3%	2%

cpd	JMJD2A Tudor inh	BAZ2B block	GLS inh	G9a inh
31	-14%	-20%	-4%	3%
32	-2%	1%	-6%	4%
33	-20%	-9%	-2%	10%[59 µM]
34	-11%	-21%	-1%	-35%
35	-19%	0%	-11%	-3%[59 µM]
36	-12%	-22%	1%	?
37	-9%	4%	0%	-4%[12.7 µM]
38	?	-24%[57.1 µM]	-12%	79µM*
39	-3%&-6%	7%&4%	-11%&-5%	12%
40	?	?	-1%	?
